ERG-DNA inh: qHTS for Small Molecule Inhibitors of the ERG Ets/DNA interaction; fluorescence polarization, His-ERG Ets domain / labelled DNA; Potency, µM (doses to about 76.9 µM), without a hit: at the highest dose FP activity, negative = inhibition, usual class: inhibitors; hit rate 0.028% among 370,000; active = well fitted inhibition curve with a large enough effect in the polarisation, with a control signal flat; inconclusive = small, poorly fitted or top-dose-only effect, or effect the other way, or a change in a side signal; inactive = no such curve, though single readings can be large or run the other way; the % refers to the polarisation;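 note: polarization taken with two DNA probes labelled with fluorescein and Texas red; potency is the fitted concentration of half-maximal effect; % of control where 0% means no effect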
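His-tagged ERG Ets domain (1 uM in the protein solution; 300mM KCl, 50mM Tris-HCl, 1mM EDTA, 1mM DTT, pH 7.5) received compound, then a probe mix of 5 nM fluorescein-DNA and 100nM Texas-615-DNA. Fluorescence polarization was read for both dyes.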
ALOX12 inh: Primary qHTS assay for inhibitors of human arachidonate 12S-lipoxygenase (ALOX12): Round 2. purified 12hLO, xylenol orange hydroperoxide absorbance. Potency, µM (series often up to 108 µM), for inactives: at the top dose activity change, negative = inhibition, hits mostly inhibitors. hit rate 1.1% among 580,000. AID 1671190, 2021; note: potency is the fitted concentration of half-maximal effect; % is set by controls: 0 for no effect and ±100 for the full control effect
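Hydroperoxide product was detected by ferrous iron/xylenol orange as the 573 to 405 nm absorbance ratio. Arachidonic acid at 40 uM (final) was turned over for 30 min at room temperature by 150 nM human 12hLO, pH 7.0 Hepes buffer, after 15 min compound preincubation.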
LDHA block: qHTS assay for inhibitors of human lactate dehydrogenase | L-lactate dehydrogenase A chain (Homo sapiens), P00338 | purified LDHA, NADH/diaphorase-resazurin fluorescence; stronger effect = lower value | activity change, % (values are at about 110 or 230 µM) | hit rate 0.15% among 480,000; in the data active = activity change below about -30%; inconclusive = mostly about -25% to -30%;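 note: plate controls were DMSO wells for no effect and wells without enzyme for full effect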
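Remaining NADH was detected by diaphorase (0.133 mg/mL) converting 37 µM resazurin to fluorescent resorufin, read at 0 and 20 minutes. The preceding 5-minute room-temperature reaction used 2 nM LDHA, 0.2 mM sodium pyruvate and 0.06 mM NADH at pH 7.4.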
RGS4 inh: Inhibitors of Regulator of G Protein Signaling (RGS) 4: qHTS. Transcreener GDP fluorescence polarization, RGS4-accelerated GTP hydrolysis. Potency, µM (highest dose often 114 µM), without a hit: at the highest dose activity change, negative = inhibition, hits mostly inhibitors. hit rate 0.039% among 390,000. AID 504845, 2011; note: potency is the fitted concentration of half-maximal effect; % is set by controls: 0 for no effect and ±100 for the full control effect; nearly all actives have a fitted effect of over 75% in size; some results filed as inactive show a strong effect at the top dose
Target sequence (P49798 whole entry, looked up): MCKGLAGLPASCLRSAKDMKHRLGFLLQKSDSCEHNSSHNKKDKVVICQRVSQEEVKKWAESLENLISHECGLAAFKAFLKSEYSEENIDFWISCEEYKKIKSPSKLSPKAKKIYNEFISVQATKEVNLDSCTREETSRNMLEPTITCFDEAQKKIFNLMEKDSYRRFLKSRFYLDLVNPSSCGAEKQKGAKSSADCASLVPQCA
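MLSMR compounds (23 nl, pin-transferred) preincubated 10 min at room temperature with a 500nM (2x) first reagent, then RGS4 at 900nM (2x) plus Transcreener GDP mix added; fluorescence polarization (620/688 nm) read before and after 90 min at 30 °C.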
APEX1 inh: qHTS Assay for Inhibitors of the Human Apurinic/apyrimidinic Endonuclease 1 (APE1); DNA repair nuclease/redox regulator APEX1 (Homo sapiens), P27695; hit rate 0.35% among 350,000; recombinant APE1, TAMRA/BHQ-2 abasic DNA cleavage fluorescence; Potency, µM (titrated, usually from 65.8 µM), for inactives: at the top dose activity change, negative = inhibition, most hits filed as inhibitors;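 note: potency is the fitted concentration of half-maximal effect; plate controls were vehicle for no effect and reference inhibitor for full effect; nearly all actives have a fitted effect of over 55% in size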
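Substrate: short duplex with […] THF abasic site, 5'-TAMRA and 3'-BHQ-2, 50 nM final. APE1 at 0.75 nM, preincubated 15 min RT with compound. Fluorescence increase from first to third read measured activity.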
POLK inh: qHTS for Inhibitors of Polymerase Kappa. Potency, µM (series often up to 107 µM), without a hit: at the highest dose activity, negative = inhibition, most hits filed as inhibitors. hit rate 0.53% among 400,000. DNA polymerase kappa (Homo sapiens), Q9UBT6. AID 588579, 2011. purified Pol kappa, fluorescent DNA synthesis assay, 10 min; note: potency is the fitted concentration of half-maximal effect; % is set by controls: 0 for no effect and ±100 for the full control effect
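Enzyme at 10 nM met test compounds for 15 min at room temperature. Substrate addition (50 nM final) began the reaction, which was monitored by fluorescence at 0 and 10 min.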
POLH inh: qHTS for Inhibitors of Polymerase Eta | recombinant Pol eta, fluorescent DNA replication assay | Potency, µM (doses to about 114 µM), for inactives: at the top dose activity change, negative = inhibition, usual class: inhibitors | hit rate 1.2% among 390,000 | AID 588591, 2011; note: potency is the fitted concentration of half-maximal effect; % is set by controls: 0 for no effect and ±100 for the full control effect
Target sequence (Q9Y253 whole entry, looked up): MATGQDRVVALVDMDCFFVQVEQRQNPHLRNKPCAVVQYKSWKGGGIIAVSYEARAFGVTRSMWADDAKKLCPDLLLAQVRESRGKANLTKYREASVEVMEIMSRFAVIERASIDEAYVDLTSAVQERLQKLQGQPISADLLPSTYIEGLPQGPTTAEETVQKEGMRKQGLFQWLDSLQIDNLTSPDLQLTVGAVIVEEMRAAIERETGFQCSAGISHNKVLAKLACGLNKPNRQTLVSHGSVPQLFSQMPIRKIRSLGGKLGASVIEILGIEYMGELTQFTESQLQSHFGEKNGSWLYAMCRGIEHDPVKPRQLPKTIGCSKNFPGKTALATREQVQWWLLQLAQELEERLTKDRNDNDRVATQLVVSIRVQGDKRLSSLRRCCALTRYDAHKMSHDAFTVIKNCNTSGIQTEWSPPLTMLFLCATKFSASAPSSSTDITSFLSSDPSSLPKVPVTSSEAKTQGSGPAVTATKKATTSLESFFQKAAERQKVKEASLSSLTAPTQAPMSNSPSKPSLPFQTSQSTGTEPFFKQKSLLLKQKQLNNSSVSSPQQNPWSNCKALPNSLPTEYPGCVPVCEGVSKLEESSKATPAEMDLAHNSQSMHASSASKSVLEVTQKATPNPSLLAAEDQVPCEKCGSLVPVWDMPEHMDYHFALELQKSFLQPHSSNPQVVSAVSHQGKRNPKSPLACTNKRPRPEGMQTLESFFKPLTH
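Pol eta at 10 nM preincubated with compounds 15 min at room temperature; reaction started with fluorescent substrate (50 nM final) and read kinetically at 0 and 10 min.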
Pol beta inh: qHTS Assay for Inhibitors of DNA Polymerase Beta; Pol beta primer extension/strand displacement, fluorescence kinetic; P06746; Potency, µM (titrated, usually from 114 µM), for the others: top-dose activity change, negative = inhibition, usual class: inhibitors; hit rate 1.3% among 340,000; note: potency is the fitted concentration of half-maximal effect; % is set by controls: 0 for no effect and ±100 for the full control effect
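Values derive from four-parameter Hill fits of normalized kinetic data: reads at 0 and 10 min following addition of 50 nM substrate to 10 nM Pol beta preincubated 15 min with compound.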
Apoferritin bind: qHTS Assay for Identification of Novel General Anesthetics. apoferritin/1-aminoanthracene competitive binding, fluorescence. Potency, µM (doses to about 77.5 µM), inactives show at the highest dose activity change, negative = displacement, usual class: inhibitors. hit rate 0.074% among 350,000. AID 485281, 2010; note: potency is the fitted concentration of half-maximal effect; % is set by controls: 0 for no effect and ±100 for the full control effect; nearly all actives have a fitted effect of over 20% in size
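Read-out: endpoint 1-AMA fluorescence, excitation 380 nm and emission 535 nm, after compounds sit 10 min at room temperature with 10 uM horse-spleen apoferritin in 50% saturated 1-AMA/PBS. Values come from four-parameter Hill fits.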
* = called active by the depositor; ? = inconclusive; / = no result given; & = joins results of further samples; [ ] = dose if it differs, or a comment. Unless noted, calls come from the whole dose curve; as a rule, active = well fitted curve in the direction sought with a large enough effect; inconclusive = small, poorly fitted or top-dose-only effect, or another doubt; inactive = no such curve, though single readings can be large; an effect the other way counts as inactive or inconclusive. Not all compounds are listed, so the mix of outcomes need not match the whole.

SMILES | ERG-DNA inh | ALOX12 inh | LDHA block | RGS4 inh | APEX1 inh | POLK inh | POLH inh | Pol beta inh | Apoferritin bind
Cc1ccc(N2CC(C(=O)Nc3ccc(S(=O)(=O)NCC4CCCO4)cc3)CC2=O)cc1 (centres undefined) | -6% | 0% | -4 | -48% | 33% | -6% | -11% | 56µM* | -9%
Cc1ccc(S(=O)(=O)Nc2ccccc2N=Cc2ccc([N+](=O)[O-])cc2[N+](=O)[O-])cc1 | -11% | 25µM* | 35 | ? | / | -6% | -18% | / | /
COc1ccc(C(=O)NCc2nnc(SCC(=O)NC3CCCCC3)n2C)cc1 | -7% | 40µM* | -21 | 14% | 23% | 2% | -4% | 11% | -10%
COC(=O)c1cc2occc2n1CC(=O)Nc1ccc(N(C)C)cc1 | -2% | 8% | 3 | -24% | / | 9% | -16% | 16% | -7%
CC1CN(CC(=O)Nc2ccccc2Sc2ccccc2)CC(C)O1 (centres undefined) | -11% | 2% | 1 | -26% | -1% | -9% | -13% | 8%[57.1 µM] | -2%
Cc1ccc(Cc2nc3ccccc3nc2SCC(=O)N2CCCc3ccccc32)cc1 | -2% | -27% | 2 | 7% | / | -6%[60.1 µM] | -21% | -2% | /
Cc1ccc(NC(=O)c2ccc(OC(=O)COc3ccc(Cl)c(C)c3)cc2)cc1 | -11% | 26% | 2 | 4% | -1% | -3% | -12% | -17% | -11%
COc1ccc2cc(C#N)c(N3CCN(Cc4nnnn4CCC(C)C)CC3)nc2c1 | -1% | 0% | -2 | 0%[11.4 µM] | 0% | -10% | -8% | 9% | -12%
C=CCN1C(=O)c2ccc(C(=O)N3CCN(S(=O)(=O)c4cccc(F)c4)CC3)cc2C1=O | -6% | -4% | -7 | 4% | -9% | -6% | -4% | / | /
O=C(N1CCCC1)C12CC3CCC(CC(C3)C1)C2 | -6% | 6% | -4 | 21% | 4% | -7% | -19% | 0% | ?
COc1ccc(-c2nnc(NC(=O)C3=COCCO3)o2)cc1 | -5% | -3% | 1 | 7% | 7% | -3% | 1% | 43% | -3%
O=P(O)(O)COc1ccccc1P(=O)(c1ccccc1)c1ccccc1 | -6% | 19% | -2 | -20% | 0% | -6% | -12% | ? | -12%
CCSc1nnc(NC(=O)Cc2cccc(OC)c2)s1 | 5% | 0% | -4 | -37% | -1% | -3% | -7% | -1% | ?
COC(=O)CN(c1cc(C(F)(F)F)ccc1Cl)S(C)(=O)=O | -1% | 15% | -1 | 5% | -1% | -10% | 1% | 55% | -10%
COc1cccc(NC(=O)c2ccc3c(c2)CCCC3)c1 | -16% | -12% | 0 | -5% | 65% | -8% | -13% | 0% | -1%
CCCn1c(CN2CCN(C)CC2)nc2ccccc21 | -1% | 25% | 5 | 6% | 4% | -8% | -16% | 3% | -2%
O=c1cc(CNCCCO)c2ccccc2[nH]1 | 1% | 0% | -1 | 5% | -2% | -3% | -13% | -2% | -12%
O=C(Nc1ccccc1)NC1CCN(Cc2ccccc2)CC1 | 2% | -4% | -2 | 13% | -1% | 5%[60.1 µM] | 5% | 37% | -9%
COC(=O)C1C(c2ccccc2)NC(=O)NC1(O)C(F)(F)Cl (centres undefined) | -9% | -8% | -2 | -12% | -5% | -1% | -10% | 6% | 2%
CNC(=O)CSc1nnc(C2CC2)n1-c1ccccc1 | -6% | 0% | -7 | 34% | -2% | -12% | 4% | 29% | -2%
Nn1c(=O)c2ccccc2n2c(SCc3ccccc3)nnc12 | 8% | 53%[activator] | -1 | -18% | -1% | 9% | -13% | -22% | -12%
O=C(OCc1nnc(-c2ccccc2)o1)c1cc(S(=O)(=O)N2CCOCC2)c(Cl)cc1Cl | -2% | 37%[activator] | -5 | -27%[11.4 µM] | 0% | -6% | -7% | -9% | -19%
CC(=O)N/C(=N/c1nc(C)cc(C)n1)Nc1ccc(F)cc1F | 9% | 15% | -7 | 6% | 8% | 1% | -23% | -15% | 0%
Cc1noc(C)c1COc1ccc(C(=O)NCCc2ccccn2)cc1 | 0% | 0% | 3 | 1% | 1% | 10% | -6% | 4% | -5%
Cc1cccc(NC(=O)c2cccc(NC(=O)c3ccco3)c2)c1 | 7% | 4% | -3 | -2% | / | 5% | -12% | / | /
C[C@]12CC[C@H](O)CC1=CCC1C2CC[C@@]2(C)C1CC[C@@H]2NC(=O)[C@@H](N)Cc1cnc[nH]1 (some centres undefined) | 11% | -4% | 7 | 2% | / | -3% | -17% | / | /
Cc1cc(C)c2nc3sc(C(=O)N4CCOCC4)c(N)c3cc2c1 | 13% | 1% | -4 | 4% | ? | -5% | -21% | -28% | -12%
CCN(CC)S(=O)(=O)c1cc(NC(=O)COC(=O)CCC(=O)c2cccs2)ccc1C | 5% | -15% | -9 | -13% | -9% | -12% | -22% | -2% | ?
C[C@@]12C(=O)Nc3ccc(Br)cc3C(=O)N1[C@H]1c3cc(Cl)ccc3OC[C@@H]1[C@@H]2c1ccccc1 | -8% | / | -4 | 11% | 5% | -12% | -6% | / | /
CCCCNc1nc(-c2ccccc2)cc(C(F)(F)F)c1C(N)=O | / | -27% | 3 | -3% | 2% | -12% | -14% | -36% | -4%
CCOc1cccc(/C(O)=C2/C(=O)C(=O)N(CCOC)C2c2ccco2)c1 (centres undefined) | -3% | ? | 8 | -25% | -8% | -12% | ? | 79µM* | 1%
O=C(NCC1CCCO1)c1cccc(NC(=O)c2ccco2)c1 (centres undefined) | 7% | -20% | -3 | 3% | 0% | -24% | -11% | 24% | -6%
O=C(N/N=C/c1c[nH]c2ccccc12)c1cc(-c2ccccc2)n[nH]1 | 1% | -1% | -12 | -6% | 8% | -6% | ? | ? | -1%
COCn1c(COc2ccccc2)nc2ccccc21 | -6% | -27% | -4 | -25% | 2% | -15% | -6% | 6% | -6%
COc1cccc(C(C(=O)NC(C)(C)C)N(CCC(C)C)C(=O)CCC(=O)Nc2cc(C)on2)c1OC (centres undefined) | -7% | -8% | -6 | 15% | -7% | -9% | 1% | 1% | -12%
Cc1c(C(=O)Nc2cccc(Cl)c2)c2ccccn2c1CCc1ccncc1 | -12% | -14% | -7 | -5% | -1% | -15% | -17% | -25% | 3%
Cc1ccc([C@H]2C(C(=O)O)=CC[C@@H](c3ccc(C(C)C)cc3)N2S(=O)(=O)c2ccc(C)cc2)cc1 | -8% | ? | -5 | 4% | 20% | -35% | ? | / | /
CN(C)c1nc(N/N=C/c2c[nH]c3ccccc23)nc(N2CCOCC2)n1 | -3% | ? | -11 | 13% | -4% | -6% | 1% | -10% | -7%
Cc1cc(N2CCN(C(c3ccccc3)c3ccccc3)CC2)n2ncnc2n1 | 13% | ? | -1 | 14%[11.4 µM] | 10% | -1% | -5% | 20% | ?
CCOC(=O)c1ccccc1NC(=O)c1cnn(-c2ccc(OC)cc2)c1C1CCN(C(=O)OC(C)(C)C)CC1 | -2% | -17% | -4 | -16% | / | -2% | -15% | 18% | 4%
O/N=C(/CCc1ccccc1)c1ccc2c(c1)OCCO2 | -4% | -20% | -2 | 21% | -5% | -14% | -3% | -19% | ?
NCCS(=O)O | / | -11%&0% | / | -7%&-50%[56.9 µM] | 16%&5%&-9% | -5%[60.1 µM] | -4%[57.1 µM] | 10%[57.1 µM] | 2%
CCOC(=O)c1sc(NC(=O)CSc2n[nH]c(CC)n2)nc1C | -14% | -1% | -4 | -19% | 3% | -10% | -21% | -16% | -10%
O=c1c2oc3ccccc3c2n(Cc2ccc(F)cc2)c(=O)n1Cc1ccco1 | 6% | -9% | 1 | -3% | / | -6% | -8% | -1% | -19%
O=C(NC1CCCCC1)C(c1cccnc1)N(C(=O)CCl)c1ccccc1Cl (centres undefined) | -9% | -28% | -5 | 8% | 13% | 0% | -20% | 6% | 7%
O=C1CCC[C@@H]2C[C@@]3(C[C@@H]4CCN1[C@H]24)Nc1cc([N+](=O)[O-])ccc1NC3=NC1CCCCC1 | 1% | -11% | 3 | -10% | / | 9%&-2% | -17% | / | /
O=C(NCc1nnc(SCC(=O)N2CCC(Cc3ccccc3)CC2)o1)c1ccco1 | 2% | 3% | -4 | -10% | 4% | 4% | -19% | 13% | -10%
CC1(C)OC(=O)C(=Cc2ccc[nH]2)C(=O)O1 | 52%[activator] | 0% | -7 | 12% | -7% | -5% | 12% | -7% | -21%
CCCCSc1cnn(-c2ccccc2)c(=O)c1SCCCC | -3% | 0% | 4 | 54% | -4% | -18% | -18% | -14% | -14%
O=C(CSCc1ccccc1)Nc1ccc2c(c1)C(=O)NC2=O | -3% | -18% | -5 | -3% | 2% | -5% | -20% | 25% | -18%

Screening results as filed in PubChem BioAssay.
